EWS-Fli block: EWS/Fli transcriptional activity inhibition; A673 NR0B1-luciferase reporter, viability-normalised; inhibition, % at 12.6 µM; 0.67% of 350,000 active;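 active = mean inhibition of at least 50% after viability correction, with every replicate also passing that limit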;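 note: firefly luciferase signal divided by Alamar Blue viability fluorescence both relative to DMSO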
RAD54 branch: RAD54 (human) branch migration inhibition | Q92698 | RAD54 Holliday junction branch migration, FAM/BHQ fluorescence | inhibition, % at 10.4 µM | 0.14% of 360,000 active;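 active = mean normalized replicate activity at least 40 and at least half of replicates scoring 40 or more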;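 note: 0% = median of neutral control wells and 100% = median of positive control wells; inhibitors cause a drop in the FAM fluorescence signal; in these data hits start at about 50%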
FN deposit inh: fibronectin deposition inhibition | AH1F fibroblasts, Alexa488-fibronectin deposition fluorescence, overnight | inhibition, % at 12.6 µM | 0.086% of 350,000 active | AID 743247;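 active = mean inhibition across replicates of 30% or more, regardless of how many single replicates reach that level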;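 note: positive control wells lacked labelled fibronectin entirely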
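Schedule: 1 h cell adhesion before compound, then overnight fibronectin incubation; test system: AH1F fibroblast monolayer depositing Alexa488-labelled fibronectin into matrix; quantity: 10000 AH1F cells per well; probe or stimulus: fluorescent fibronectin at 24 nM final; signal: fluorescence, ex 485 nm, em 525 nm; evaluation: percent inhibition as loss of matrix-bound fibronectin fluorescence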
esBAF inh: blocks esBAF chromatin remodeling in mouse ES cells. Bmi1-luciferase knock-in reporter, 24 h; 100% = twice the neutral-well signal. reporter increase, % at 12.5 µM. 2% of 350,000 active. AID 602393; in the data active = activation above about 40%;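 note: 0% = median of the plate's neutral control wells and 100% = double that signal; a rise in the Bmi1 reporter signal indicates esBAF inhibition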
S100A4 MyoIIA: blocks human S100A4 binding to myosin IIA peptide; P26447; S100A4/TAMRA-MyoIIA peptide fluorescence polarization; inhibition, % at 10.7 µM; 0.14% of 360,000 active;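 active = mean inhibition of at least 70% across replicates, with every replicate also reaching that level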
Target sequence (P26447 whole entry, looked up): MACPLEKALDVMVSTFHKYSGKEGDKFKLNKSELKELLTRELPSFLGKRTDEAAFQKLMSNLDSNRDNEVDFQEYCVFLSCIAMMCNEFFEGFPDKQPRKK
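Test system: S100A4 monomer protein; Medium: HEPES pH 7.2 with CaCl2, KCl, NaCl, DTT, Triton; Probe or stimulus: TAMRA-labelled myosin IIA heavy-chain peptide probe, 5 nM; Doses: one dose per compound; Times: polarization read 5 min after assay mix addition, stable 5–60 min; Benchmarks: neutral control DMSO, positive control TFP.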
E-selectin induc: induces E-selectin expression in human endothelial cells; HUVEC E-selectin immunofluorescence imaging; normalized: neutral wells 0, TNF-alpha wells 100; activation, % at 7.58 µM; 0.37% of 260,000 active; AID 686992;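 active = mean E-selectin-positive cell signal at least 10% of the positive control, reached in at least 60% of replicates, without over 20% cell loss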;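 note: in these data hits start at about 27%; measured in HUVEC primary endothelial cells; signal is the percent of cells scored E-selectin positive by PE staining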
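Assay system: HUVEC primary endothelial cells. Input: 3,000 HUVEC seeded per well. Doses: one compound dose added by pin transfer. Read-out basis: % PE-positive cells. Benchmarks: TNF-alpha high, DMSO low. Detection: immunofluorescence imaging. Buffer or medium: EGM-2, gelatin.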
Xi reactivation: activators of X-chromosome reactivation in mouse fibroblasts. XiGFP mouse fibroblasts, % GFP-positive cells imaging, 3 d; cells co-treated with 5-aza-dC sensitizer; scaled so ellipticine positive control = 100%. activation, % at 7.58 µM. 0.055% of 360,000 active. AID 743238;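 active = mean normalized replicate activation at least 10% and every replicate at or above 10%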;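 note: 0% = median of on-plate neutral control wells and 100% = ellipticine 6 µM median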
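Schedule: 3 d treatment, 15 min room-temperature fixation; system: 68-5-11 XiGFP fibroblast line; buffer or medium: DMEM plus 5-aza-dC sensitizer; control set: ellipticine 6 µM positive control; compound: one concentration, pinned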
RAD52 anneal inh: inhibitors of human RAD52 DNA annealing. P43351. recombinant RAD52 DNA annealing, FRET fluorescence. 0.46% of 360,000 active. AID 651710. inhibition, % at 18.7 µM;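 active = every replicate showing at least 50% inhibition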
Target sequence (P43351 whole entry, looked up): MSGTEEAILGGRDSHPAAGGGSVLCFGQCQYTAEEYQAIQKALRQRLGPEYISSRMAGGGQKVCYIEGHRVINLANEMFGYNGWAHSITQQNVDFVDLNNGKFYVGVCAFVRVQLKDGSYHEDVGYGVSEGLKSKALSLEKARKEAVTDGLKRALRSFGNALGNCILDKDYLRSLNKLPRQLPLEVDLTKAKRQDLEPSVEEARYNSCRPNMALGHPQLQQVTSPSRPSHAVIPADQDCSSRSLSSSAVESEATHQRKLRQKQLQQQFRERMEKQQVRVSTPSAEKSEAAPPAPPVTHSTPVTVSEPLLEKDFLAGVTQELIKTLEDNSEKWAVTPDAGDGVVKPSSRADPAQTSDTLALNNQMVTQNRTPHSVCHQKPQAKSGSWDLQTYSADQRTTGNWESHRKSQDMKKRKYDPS
The depositor's hits bear a star; . = no result given; & = joins results of further samples; ! = a repeat was not active. Compounds as they come; about 3% have a hit in one of these screens.

Compound | EWS-Fli block | RAD54 branch | FN deposit inh | esBAF inh | S100A4 MyoIIA | E-selectin induc | Xi reactivation | RAD52 anneal inh
CC(=O)N1CCCCN2[C@H](CO)[C@@H](c3ccc(-c4cccc(C)c4)cc3)[C@H]2C1 | -6.0 | 3.4 | . | . | 20.0 | 0.2 | 0.0 | -6.0
C[C@@H]1CN([C@@H](C)CO)C(=O)Cc2cc(NS(=O)(=O)c3ccc(F)cc3)ccc2O[C@H]1CN(C)C(=O)Nc1ccccc1 | -5.8 | 3.4 | . | 2.1 | -0.6 | 0.8 | -0.1 | -8.4
O=c1[nH]c(=O)c2nc3c4ccccc4c4ccccc4c3nc2[nH]1 | 10.0 | . | 0.8 | 22.2 | 1.9 | . | 0.2 | -22.4
O=C(C1CCCN1S(=O)(=O)c1ccc(Cl)cc1)N1CCCCC1 (configuration not stated) | 3.6 | -7.3 | -8.6 | . | -4.2 | -0.2 | 0.2 | 1.6
O=C(CSc1ccc2nnc(-c3ccncc3)n2n1)NCC1CCCO1 (configuration not stated) | 6.8 | 0.1 | 4.1 | -6.4 | -22.8 | 0.0 | 0.0 | -2.0
Cc1cc(OCC(=O)N(Cc2ccccc2)C2CCS(=O)(=O)C2)ccc1Cl (configuration not stated) | . | . | 3.2 | -2.9 | 6.5 | -0.1 | 0.0 | -9.8
Cc1c(C(=O)NC2CCCc3ccccc32)cccc1[N+](=O)[O-] (configuration not stated) | 4.3 | -0.7 | 0.7 | -1.8 | -5.0 | 0.0 | 0.4 | -9.9
C[C@H]1CN([C@@H](C)CO)C(=O)c2cc(NC(=O)Cn3cnnn3)ccc2O[C@H]1CN(C)Cc1ccc(Cl)c(Cl)c1 | 8.6 | -0.4 | . | 3.9 | -7.9 | . | 0.2 | 9.5
C[C@@H]1CN([C@@H](C)CO)C(=O)Cc2cc(NS(=O)(=O)c3ccccc3)ccc2O[C@@H]1CN(C)C(=O)Nc1ccc(C(F)(F)F)cc1 | 8.1 | . | . | -5.4 | 0.1 | 0.5 | -0.5 | 1.1
COc1ccc(S(=O)(=O)N(C)C[C@@H]2OCCCC[C@@H](C)Oc3ccc(NS(=O)(=O)c4cccs4)cc3C(=O)N([C@@H](C)CO)C[C@H]2C)cc1 | -1.9 | 1.7 | . | 4.5 | 11.1 | -0.1 | 0.2 | -38.3
CC(C)n1cnnc1SCC(=O)Nc1cccc(S(=O)(=O)N(C)c2ccccc2)c1 | 2.3 | -3.5 | 3.4 | -0.4 | -0.4 | 2.0 | 0.7 | -14.8
CC1CCCC(C)N1C(=O)CN1C(=O)c2ccccc2S1(=O)=O (configuration not stated) | 3.1 | 0.2 | -1.2 | 5.2 | -2.4 | . | 0.0 | -12.1
COCCN(C(=O)COC(=O)c1ccc(C=O)cc1)c1c(N)n(Cc2ccccc2)c(=O)[nH]c1=O | . | -11.5 | . | -2.9 | -2.0 | 0.1 | -0.1 | -18.8
CCN1CCN(C(C(=O)NC2CCCC2)c2ccc(Cl)cc2)CC1 (configuration not stated) | -8.7 | -2.0 | 7.5 | -4.8 | -4.3 | 0.3 | 0.0 | -3.8
C[C@H]1CN([C@@H](C)CO)C(=O)c2cc(C#CC3CC3)cnc2O[C@H]1CN(C)C(=O)c1ccc(F)cc1 | 1.7 | 3.0 | . | -5.0 | 1.5 | -0.2 | 0.4 | -3.6
O=S(=O)(Nc1cccc(CCc2ccccn2)c1)c1ccc(Cl)cc1 | 0.8 | . | 2.2 | . | 5.3 | . | 0.1 | -5.9
CC(=O)Oc1c(Cl)cc(N(C(C)=O)S(=O)(=O)c2ccccc2)c2ccccc12 | -28.3 | -2.7 | 9.8 | . | -0.5 | . | -0.1 | -10.6
COC(=O)c1ccc(OC(=O)CCS(=O)(=O)c2ccc(C)cc2)cc1 | -1.9 | 2.1 | 0.6 | . | 4.8 | 0.3 | 0.0 | -1.0
CC(C)(C)C1(O)CC(C(F)(F)F)=NN1C(=O)CCc1ccccc1 (configuration not stated) | -76.6 | . | 7.9 | . | -6.5 | . | 0.1 | -13.5
CN(C)C(=O)CSc1nnc(CCCCCNC(=O)OC(C)(C)C)o1 | . | -7.0 | 6.5 | -7.8 | . | -0.8 | . | .
CSc1nsc(SC)c1C(=O)Nc1ccc(C(C)(C)C)cc1 | -25.2 | . | 2.3 | . | -5.2 | 0.6 | 0.0 | -4.0
CC(C)CN(C(=O)c1cc([N+](=O)[O-])cc([N+](=O)[O-])c1)C1CCS(=O)(=O)C1 (configuration not stated) | -3.7 | 7.6 | 7.9 | . | -0.1 | . | -0.3 | -8.7
CCC(=O)NC(C)C(c1cccs1)N1CCN(c2ccccc2)CC1 (configuration not stated) | -9.7 | -1.7 | . | 1.1 | -4.7 | . | . | -14.7
Cc1noc(C)c1S(=O)(=O)Nc1cccc2c1O[C@@H](CN(C)C)[C@@H](C)CN([C@H](C)CO)C2=O | -4.0 | 4.4 | -1.1 | -3.8 | 1.7 | -6.0 | -1.1 | -4.1
C[C@@H]1CN([C@@H](C)CO)S(=O)(=O)c2ccc(-c3ccc(F)cc3)cc2O[C@@H]1CN(C)C(=O)C1CC1 | 2.2 | . | -6.2 | -1.4 | . | -0.1 | -0.7 | .
COC(=O)c1ccc(CN2CCCC(CO)(Cc3ccccc3F)C2)cc1 (configuration not stated) | -2.7 | -2.3 | 3.9 | 1.8 | -1.0 | 0.0 | 0.0 | -84.6
C[C@@H]1CN([C@H](C)CO)C(=O)c2cc(NC(=O)c3ccncc3)ccc2O[C@H]1CN(C)C(=O)NC1CCCCC1 | -3.6 | 6.5 | . | 1.8 | -1.5 | . | -0.1 | -10.1
C[C@@H]1CCCCO[C@@H](CN(C)S(=O)(=O)c2cccs2)[C@@H](C)CN([C@H](C)CO)C(=O)c2cc(NC(=O)Nc3ccc4c(c3)OCO4)ccc2O1 | 0.8 | -4.7 | . | 3.3 | -0.1 | 0.1 | -0.2 | -6.5
CCN(CC(=O)N1CCN(Cc2ccccc2)CC1)S(=O)(=O)c1ccc(F)cc1 | . | 0.9 | . | -7.1 | 3.1 | -0.6 | 0.0 | -13.1
Cc1cccc(S(=O)(=O)N2C[C@@H]3N[C@H](C2)C3c2ccc(-c3ccncc3)cc2)c1 (some centres not stated) | 56.9*! | . | 8.0&-2.1 | . | 4.3&0.5 | 1.1&-0.1 | 0.0&0.0 | 12.1&8.5
Cc1cc(-c2csc(Nc3ccccn3)n2)ccc1F | -43.0 | -5.7 | -0.8 | 17.3 | 5.0 | . | 0.3 | 2.0
Cc1nonc1C(=O)N/N=C/c1ccc(O)cc1O | 0.2 | -1.3 | -4.6 | -40.8 | -0.5 | . | -0.1 | -6.9
COc1ccc(S(=O)(=O)N2CCCCC2)cc1NC(=O)Cc1ccsc1 | 7.9 | 9.7 | -0.8 | 10.6 | -16.5 | -0.2 | 6.1 | -15.6
CN1C(=O)/C(=C/c2ccc(C(=O)Nc3ccc(O)cc3C(=O)O)cc2)SC1=S | -3.0 | -10.7 | 9.3 | 5.5 | -13.0 | . | -0.1 | 6.5
Cn1nc(C(=O)NCc2ccc(F)cc2)c2c1-c1ccccc1S(=O)(=O)C2 | -3.5 | -1.4 | 0.1 | -2.6 | -5.2 | . | 0.2 | -1.6
Cc1ccccc1S(=O)(=O)N1C[C@H](O)COC[C@H]2O[C@H](CC(=O)O)CC[C@@H]21 | 6.9 | 0.0 | 5.4 | 2.0 | 3.9 | 0.0 | 0.1 | 6.3
O=C(C[C@@H]1C[C@H]2c3cc(NC(=O)c4cccnc4)ccc3O[C@H]2[C@@H](CO)O1)NC1CCCC1 | 1.8 | . | -3.5 | . | -6.9 | 0.0 | 0.0 | -7.4
CCCCNC(=S)N1CCn2cccc2C1c1ccccc1 (configuration not stated) | 11.8 | -6.0 | 8.1 | -8.6 | -7.2 | 2.1 | 0.1 | -88.1
C[C@@H]1CN([C@@H](C)CO)C(=O)c2cc(/C=C/c3ccccc3)cnc2O[C@H]1CN(C)Cc1cncnc1 | -7.4 | 12.5 | 10.8 | 0.8 | 16.9 | -0.4 | -0.9 | -5.9
C=C(C)CN1C(=O)C2(OCCO2)c2ccccc21 | -8.3 | 3.1 | -12.0 | -3.9 | -3.3 | 0.0 | 0.0 | -11.9
C/C=C/c1ccc2c(c1)O[C@@H](CN(C)Cc1cccc(F)c1)[C@@H](C)CN([C@H](C)CO)S2(=O)=O | 5.8 | 0.1 | -10.9 | -4.5 | -0.4 | -0.5 | -0.1 | 5.6
COc1ccc(S(=O)(=O)Nc2ccc3c(c2)OC[C@@H](C)NC[C@H](C)[C@@H](OC)CN(C)C3=O)cc1 | 2.5 | 1.2 | -3.3 | 1.3 | 5.9 | 0.3 | 0.0 | -9.4
CCC1Oc2ccc(C)cc2N(CC(=O)NCCCN2CCOCC2)C1=O (configuration not stated) | -0.8 | 5.3 | -1.9 | -0.1 | -4.3 | . | -0.1 | 1.4
COC(=O)c1cc2c(c3c4ccccc4n(S(=O)(=O)c4ccccc4)c13)C(=O)N(Cc1ccc(C(F)(F)F)cc1)C2 | 14.1 | . | 0.8 | . | -4.9 | 0.0 | 0.1 | -47.3
O=C(NCc1cccnc1)Nc1cccc(Cl)c1 | -29.3 | 11.3 | 3.7 | 14.2 | -3.6 | . | -0.1 | 1.5
C=CCOc1cccc(CNc2cccc(C(=O)O)c2)c1 | -36.6 | 5.8 | 7.1 | 29.4 | -3.9 | . | -0.2 | -11.7
NC(=O)C1CCN(C(=O)C2CC(=O)N(c3ccc4c(c3)OCCO4)C2)CC1 (configuration not stated) | -4.1 | 2.1 | -2.7 | -1.2 | 2.3 | 2.8 | 0.0 | -2.1
COc1ccc(-c2nn(-c3ccccc3C)cc2CNC(C)Cn2cncn2)cc1F (configuration not stated) | 5.9 | . | 5.8 | . | -0.5 | 0.5 | 0.0 | -3.6
COc1ccc(C)cc1NC(=O)CN1C(=O)C(=O)N(C2CCCC2)C1=O | 6.6 | -3.4 | 4.0 | 4.7 | -1.3 | . | 0.0 | 1.4
COc1ccc(/C=N/S(=O)(=O)c2ccc(C)cc2)cc1 | -0.6 | -17.9 | 4.6 | . | -1.4 | . | -0.2 | -8.5
N#C[C@@H]1[C@@H](c2ccccc2-c2ccccc2)[C@H](CO)N1C(=O)Cc1ccncc1 | 0.0 | . | 3.2 | . | -15.1 | -0.1 | 0.0 | -6.7
O=C(N[C@@H]1C=C[C@H](CC(=O)N2CCc3ccccc3C2)O[C@H]1CO)C1CC1 | -3.7 | 0.7 | -4.2 | -0.9 | 10.8 | -0.1 | -0.4 | 4.3

Quoted at random: 2 entries already listed, in no set order.
Compound | EWS-Fli block | RAD54 branch | FN deposit inh | esBAF inh | S100A4 MyoIIA | E-selectin induc | Xi reactivation | RAD52 anneal inh
C/C=C/c1ccc2c(c1)O[C@@H](CN(C)Cc1cccc(F)c1)[C@@H](C)CN([C@H](C)CO)S2(=O)=O | 5.8 | 0.1 | -10.9 | -4.5 | -0.4 | -0.5 | -0.1 | 5.6
COc1ccc(C)cc1NC(=O)CN1C(=O)C(=O)N(C2CCCC2)C1=O | 6.6 | -3.4 | 4.0 | 4.7 | -1.3 | . | 0.0 | 1.4
